SENP7 inh – SENP7 protease inhibitors, primary screen, biochemical, luminescence, uHTS; hit rate 1.5% among 330,000; recombinant SENP7, Z-RLRGG-aminoluciferin luminescence, 40 min; AID 434973, 2010; inhibition, % at 5 µM;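 active means inhibition above about 50% at the single test dose, limit read from the data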;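 further: plate controls were DMSO with enzyme for no effect and no enzyme buffer wells for full effect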
Target sequence (Q9BQF6 706-1050 limits assumed): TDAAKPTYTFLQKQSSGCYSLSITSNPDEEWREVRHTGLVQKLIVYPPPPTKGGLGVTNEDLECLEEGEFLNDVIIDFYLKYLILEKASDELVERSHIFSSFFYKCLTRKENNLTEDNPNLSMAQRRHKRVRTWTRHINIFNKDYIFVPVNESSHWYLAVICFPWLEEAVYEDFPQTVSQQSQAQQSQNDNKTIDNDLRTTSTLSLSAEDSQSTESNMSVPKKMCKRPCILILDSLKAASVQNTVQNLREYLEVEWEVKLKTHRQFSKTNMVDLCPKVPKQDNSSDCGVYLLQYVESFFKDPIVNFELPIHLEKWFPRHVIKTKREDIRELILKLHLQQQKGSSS
SENP8 block – human SENP8 protease inhibitors, primary screen, biochemical, fluorescence, Nedd8 protein substrate, uHTS; inhibition, % at 20 µM; hit rate 0.64% among 360,000; AID 602440, 2012; Sentrin-specific protease 8 (Homo sapiens), Q96LD8; recombinant SENP8; in the data active means inhibition mostly above about 40%, no sharp cut-off; inactive means mostly below about 27%
Target sequence (Q96LD8 whole entry, looked up): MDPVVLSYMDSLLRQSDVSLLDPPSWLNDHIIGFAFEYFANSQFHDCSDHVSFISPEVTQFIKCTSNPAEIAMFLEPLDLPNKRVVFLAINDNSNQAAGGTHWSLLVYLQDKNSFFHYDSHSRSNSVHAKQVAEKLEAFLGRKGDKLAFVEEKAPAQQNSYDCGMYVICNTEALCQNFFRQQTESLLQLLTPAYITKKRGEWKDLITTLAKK
HKDC1 inhibitor – HKDC1 hexokinase inhibitors, primary screen, biochemical, fluorescence, uHTS. Q2TB90. recombinant HKDC1, G6PDH/diaphorase resazurin coupled fluorescence. hit rate 0.16% among 340,000. AID 493160, 2011. inhibition, % at 20 µM;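 active means inhibition above about 35% when tested at 20 µM, limit read from the data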;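 further: plate controls were DMSO wells with enzyme for no effect and DMSO wells lacking enzyme for full effect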
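test system = in-house recombinant HK5 (HKDC1) enzyme | amount = HKDC1 at 5 µg/mL | control set = DMSO-enzyme wells negative, buffer-substituted wells positive | compound = one dose of 20 µM, 1% DMSO | schedule = reaction time 90 min, room temperature, protected from light | technique = resorufin fluorescence at 613 nm | reagent = glucose with 1 mM ATP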
MPTP inh – mitochondrial permeability transition pore inhibitors, primary screen, biochemical, isolated mouse mitochondria, absorbance. Ca2+ swelling absorbance, 30 min. inhibition, % at 10 µM. hit rate 1.4% among 360,000;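 active means inhibition of 50% or more, scaled per plate between neutral and stimulator controls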;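 further: 0% = DMSO wells given calcium and 100% = 1 mM EGTA wells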
PfGluPho inh – PfG6PD enzyme inhibitors, primary screen, biochemical, fluorescence intensity, uHTS. PfGluPho enzyme, NADPH resazurin-diaphorase fluorescence. inhibition, % at 20 µM. AID 504690, 2011. glucose-6-phosphate dehydrogenase-6-phosphogluconolactonase (Plasmodium falciparum 3D7). hit rate 0.78% among 350,000;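 active means inhibition reaching at least a set limit at 20 µM in the primary screen, cut at about 59% in these data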;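 further: 0% = DMSO wells with substrate and 100% = DMSO wells lacking glucose-6-phosphate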
ATG4B inh – ATG4B protease inhibitors, primary screen, biochemical, fluorescence, uHTS. Cysteine protease ATG4B (Homo sapiens), Q9Y4P1. ATG4B cleavage of LC3-PLA2, NBD-HPC fluorescence, 1 h. inhibition, % at 8.33 µM. hit rate 0.51% among 340,000. AID 504462, 2011; in the data active means inhibition above about 40%
Target sequence (Q9Y4P1 whole entry, looked up): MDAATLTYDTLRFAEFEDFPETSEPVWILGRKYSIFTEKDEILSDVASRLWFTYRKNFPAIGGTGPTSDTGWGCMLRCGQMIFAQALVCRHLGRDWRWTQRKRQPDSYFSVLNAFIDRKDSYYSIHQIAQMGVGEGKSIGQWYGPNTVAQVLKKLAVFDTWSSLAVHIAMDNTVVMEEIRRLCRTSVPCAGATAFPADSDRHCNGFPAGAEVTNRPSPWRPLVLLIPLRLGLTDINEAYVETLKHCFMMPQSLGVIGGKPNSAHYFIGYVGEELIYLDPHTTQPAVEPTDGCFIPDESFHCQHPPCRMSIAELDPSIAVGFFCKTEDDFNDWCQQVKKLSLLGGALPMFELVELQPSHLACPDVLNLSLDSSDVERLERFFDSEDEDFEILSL
SENP6 inh – SENP6 protease inhibitors, primary screen, biochemical, luminescence, uHTS; Sentrin-specific protease 6 (Homo sapiens), Q9GZR1; hit rate 1.8% among 330,000; inhibition, % at 10 µM; Recombinant SENP6 catalytic domain, aminoluciferin luminescence;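 active means inhibition above about 50% at the single tested dose, limit read from the data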;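 further: plate controls were DMSO wells with enzyme for no effect and DMSO wells lacking enzyme for full effect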
NR3A LBD binder – binders of NR3A ligand-binding domain, primary screen, biophysical, differential scanning fluorimetry, uHTS; NR3A LBD differential scanning fluorimetry, Tm shift; 0% = protein alone, 100% = glycine-bound protein; Tm shift relative to glycine control, % at 25 µM; hit rate 2.5% among 340,000; AID 1259313, 2017;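 active means melting temperature shift of at least 10% of the positive control shift, at one fixed dose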
* = called active by the depositor; . = not tested or not shown. The order is random; about 6.9% have a hit in one of these screens.

Molecule	ATG4B inh	SENP8 block	SENP6 inh	MPTP inh	HKDC1 inhibitor	SENP7 inh	NR3A LBD binder	PfGluPho inh
Cc1oc2c(CN3CCCC(C)C3)c(O)ccc2c(=O)c1-c1ccccc1 (centres undefined)	0	-315	-1	0.2	2	2	2	-19
CCc1cc(=O)oc2cc(OCC(=O)NCCCN3CCCC3=O)ccc12	-1	-194	10	-0.4	-5	7	-2	9
CC1CN(CCN2CC(C)N(C=O)CC2C)C(C)CN1C=O (centres undefined)	2	-410	.	-0.6	-3	.	0	-10
COc1cc(NC(=O)c2ccc(Cl)cc2)c2ncccc2c1	-9	-146	-8	0.3	-2	5	-2	4
C[C@@H](C(=O)OCC(=O)Nc1cc(S(=O)(=O)N2CCOCC2)ccc1Cl)N1C(=O)C2CCCCC2C1=O (some centres undefined)	-5	10	-15	1.1	-8	-3	-4	10
CCOC(=O)C1=C(CC)Nc2ccccc2N=C1NC(=O)c1ccc(S(=O)(=O)N(C)C)cc1	-5	2	18	0.3	2	10	1	8
CN(C)CCNC(=O)Nc1ccc([N+](=O)[O-])cc1	-2	5	-22	-2.0	-9	0	1	8
COc1ccc(NS(=O)(=O)c2ccc(C)c(C(=O)N3CC(C)OC(C)C3)c2)cc1 (centres undefined)	-2	5	-10	0.9	-8	-13	11*	-10
O=C(Nc1ccc(S(=O)(=O)N2CCCC2)cc1)c1cc(=O)c2ccccc2o1	-9	20	-16	1.6	-5	0	-2	9
Cc1nc2cc(-c3ccc(Cl)cc3)nn2c(C)c1CCC(=O)NCc1ccco1	-5	-416	-14	0.2	-3	-8	0	-1
Cn1c(SCC(=O)N/N=C/C=C/c2ccco2)nc2ccccc21	-5	4	12	1.5	0	2	-3	40
Cc1oc(-c2ccccc2Cl)nc1CSc1nc2c(c(=O)[nH]1)CCC2	8	14	1	-2.5	7	0	1	-10
Cc1cc2oc(=O)cc(CN(C)Cc3ccc(OC(F)F)cc3)c2cc1Cl	-3	4	-12	1.6	5	6	0	3
COc1cccc(C(c2sc3nc(C)nn3c2O)N2CCC3(CC2)OCCO3)c1 (centres undefined)	-1	9	14	-0.7	5	2	0	-3
CC(Sc1cccc[n+]1[O-])C(=O)Nc1cccc([N+](=O)[O-])c1 (centres undefined)	5	6	1	-1.5	-4	0	-1	-4
O=C1Nc2ccccc2Nc2ncccc21	-10	8	0	1.0	-4	-7	-1	-8
CCc1ccc(C(=O)COC(=O)c2cc([N+](=O)[O-])ccc2N2CCOCC2)cc1	-4	15	2	0.2	-3	0	0	15
CCOC(=O)C(NC(=O)CC)(Nc1ccc(S(N)(=O)=O)cc1)C(F)(F)F (centres undefined)	-2	12	-2	1.2	-10	1	-1	-7
Nn1c(SCC(=O)N2CCc3ccccc3C2)nnc1-c1cccs1	-2	-1	-31	-2.6	-7	2	0	-9
Cc1noc(/C=C/c2ccco2)c1S(=O)(=O)N1CCC(C(=O)N2c3ccccc3CC2C)CC1 (centres undefined)	48*	-44	7	5.5	-2	-3	5	15
CC1CCC2(CC1)NC(=O)N(NC(=O)CCc1c[nH]c3ccccc13)C2=O (centres undefined)	-3	-4	-6	-0.6	-3	1	-20	11
O=C(NCCCN1CCOCC1)C(=O)NCc1ccccc1	-4	16	6	-1.4	-1	4	-1	1
NS(=O)(=O)c1ccc(CCNC(=O)c2ccc(Br)s2)cc1	-2	6	-16	1.0	-11	-5	-1	1
Cc1cc(C)cc(C(=O)OCC(=O)NCC(F)(F)F)c1	-11	13	-2	1.6	-6	2	-13	3
O=[N+]([O-])c1ccc(CS(=O)(=O)c2ccc(Cl)cc2)cc1	-5	15	.	-0.1	-1	.	1	1

4 structures already listed, sorted by formula weight, ascending.
Molecule	ATG4B inh	SENP8 block	SENP6 inh	MPTP inh	HKDC1 inhibitor	SENP7 inh	NR3A LBD binder	PfGluPho inh
O=C(NCCCN1CCOCC1)C(=O)NCc1ccccc1	-4	16	6	-1.4	-1	4	-1	1
CC(Sc1cccc[n+]1[O-])C(=O)Nc1cccc([N+](=O)[O-])c1 (centres undefined)	5	6	1	-1.5	-4	0	-1	-4
CCc1cc(=O)oc2cc(OCC(=O)NCCCN3CCCC3=O)ccc12	-1	-194	10	-0.4	-5	7	-2	9
Cc1cc2oc(=O)cc(CN(C)Cc3ccc(OC(F)F)cc3)c2cc1Cl	-3	4	-12	1.6	5	6	0	3

Next part
Molecule	ATG4B inh	SENP8 block	SENP6 inh	MPTP inh	HKDC1 inhibitor	SENP7 inh	NR3A LBD binder	PfGluPho inh
O=C(Nc1c(C(=O)N2CCCCC2)cnn1-c1ccccc1)c1ccccc1	-5	11	-7	0.7	5	-2	3	-8
COc1ccc(NC(=O)C2CCC(=O)N2S(=O)(=O)c2ccc(C)cc2)c(OC)c1 (centres undefined)	2	11	-22	-1.5	-6	-7	-1	-9
CN(C(=S)NC(=O)Cc1ccccc1)c1ccccc1	10	5	-1	-2.1	3	0	3	35
Cc1ccccc1C(=O)Nc1nc(-c2cccnc2)cs1	19	6	-18	2.3	10	-4	0	-10
Cc1ccc(NC(=O)N(Cc2ccc3c(c2)OCO3)Cc2cc3cc4c(cc3[nH]c2=O)OCCO4)cc1	-1	-317	-3	0.0	1	-12	-19	8
Cc1ccc(OCC(=O)O/N=C(\N)c2ccccn2)cc1C	2	24	39	0.4	-5	20	1	11
CCc1ccc(NC(=O)C(NS(=O)(=O)c2ccc3c(c2)CCN3C(C)=O)C(C)C)cc1 (centres undefined)	-6	15	9	-1.0	1	6	-2	-17
COc1ccc(N2CCN(C(=O)C3CCCN(S(=O)(=O)c4c(C)noc4C)C3)CC2)cc1 (centres undefined)	-6	11	-8	3.2	-1	-5	0	7
CCCN1C(=O)c2ccc(C(=O)NCc3ccco3)cc2C1=O	5	3	-4	-1.6	-20	-7	-4	13
CCc1ccccc1N(C(=O)c1snc(C(N)=O)c1N)C(C(=O)NCC1CCCO1)c1c[nH]c2ccccc12 (centres undefined)	8	-303	-5	-0.4	1	7	5	1
CC(=O)Nc1c(Cl)cc2c(c1Cl)Cc1cc(N)ccc1-2	-8	20	.	0.5	1	.	-2	8
CCOc1cccc2sc(NN)nc12	-4	-204	.	0.8	-5	.	4	37
COc1cc(N)c(Cl)cc1NC(=O)c1ccccc1	4	-3	7	-0.2	-3	-10	2	-8
COC(=O)c1c(CCl)noc1C(=O)NCC1CCCO1 (centres undefined)	-3	7	-15	0.0	1	-4	-1	-11
O=C(C1CCC1)N1CCc2cc(S(=O)(=O)NCc3ccccn3)ccc21	-2	11	-40	-0.3	4	1	0	-22
O=C1/C(=C/c2c[nH]c3ccccc23)CCC/C1=C\c1c[nH]c2ccccc12	75*	-53	-21	2.4	-11	-9	10	28
CC(C)CN(CC(C)C)C(=O)COc1ccccc1C(N)=O	0	12	-19	-0.7	-8	-2	-13	-5
CCCCc1ccc(NC(=S)Nc2ccc(Cl)c(S(=O)(=O)N(C)C)c2)cc1	-8	16	.	97*	-9	.	5	12
Cc1ncc(CO)c(/C=N/NC(=S)Nc2ccc(Cl)c(Cl)c2)c1O	-1	-270	4	87*	-32	4	23*	24
COc1ccc(CN2CCNC(=O)C2CC(=O)NCCCC2CCCC2)c(C)c1C (centres undefined)	-5	-37	-4	0.2	-9	4	-7	8
CCOC(=O)c1cnc2nc(SCc3ccccc3Cl)[nH]n2c1=O	-11	-99	-20	1.9	1	-8	-2	-32
CCCCn1c(-c2nn(C)cc2Cl)n[nH]c1=S	-5	25	-12	-3.5	-8	2	0	20
CCOc1cc(-c2noc(CCCC(N)=O)n2)cc(Br)c1OC	-7	32	-8	0.6	0	-7	0	11
CCn1c(=O)c(=O)n(CC)c2cc(S(=O)(=O)Nc3cccc(OC)c3)ccc21	-3	-3	0	-1.5	-2	0	0	1
C/C(=N\Nc1ccc(C(=O)O)cc1)c1ccc(-n2ccnc2)cc1	-14	-29	-14	-3.0	1	-8	1	10
O=C(CSCC(=O)NC1CC1)Nc1ccc2ccccc2c1	-2	16	.	-0.9	3	.	1	11
CSc1cccc(NC(=O)CN(Cc2ccc(Cl)cc2)S(C)(=O)=O)c1	-12	16	-2	0.1	-6	5	-4	16
O=C(NC12CC3CC(CC(C3)C1)C2)N1CCC(O)CC1	-2	21	-5	-2.1	-9	8	0	-2
CCC1(c2ccccc2)NC(=O)N(CC(=O)NCCN2C(=O)S/C(=C\c3cccnc3)C2=O)C1=O (centres undefined)	-4	36	-5	-0.3	0	-2	0	26
COC(=O)c1ccccc1S(=O)(=O)N1CCC(C(=O)NCCC2=CCCCC2)CC1	0	15	-9	-0.3	-4	3	0	-6
CSc1nc(C)cc(NC(N)=O)n1	-10	23	-9	-2.7	-2	3	1	9
COc1cc(/C=C2/C(=O)N(c3ccc(Br)cc3)N=C2C)cc(OC)c1OC	-6	49*	20	32	8	20	6	-2
Cn1c(=O)c2c(nc(NCCO)n2CCc2ccccc2)n(C)c1=O	-9	4	-21	-1.0	-11	-11	-7	2
c1ccc(-c2cc(-c3ccncc3)nc3ccc4ccccc4c23)cc1	-5	-414	-1	7.1	0	-4	22*	37
Cc1noc(C)c1C(=O)N1CCN(S(=O)(=O)c2ccc(F)cc2)CC1	-13	14	-6	2.7	-1	-5	-1	-5
CCSc1ccc([C@@H]2[C@H]3C(=O)N(C)C(=O)[C@H]3[C@]3(C(=O)OC)CCCCN23)cc1	4	-1	-11	5.8	-2	15	0	15
COc1ccc(CN2CCC(n3nccc3NC(=O)C3CC3)CC2)cc1O	-4	6	4	1.6	-6	-5	14*	8
CCOC(=O)c1c(C)[nH]c(N=Nc2ccc(OC)cc2)c1C	-15	49*	61*	3.0	-1	17	6	23
CC(=O)Nc1cccc(NC(=O)c2ccc3c(c2)CCN3S(C)(=O)=O)c1	1	15	-13	5.9	-4	-5	-37	-1
O=C(CCN1CCOCC1)NNC(=S)NC(=O)c1ccc(Br)cc1	2	-3	-2	-0.7	-13	6	-1	-11
O=C(Nc1nc2ccccc2c(=O)[nH]1)c1ccccc1SCc1ccccc1	-2	13	2	0.2	-4	4	-6	-8
Cc1ccc2c(c1)nnn2C1CCN(S(=O)(=O)c2cccc(S(=O)(=O)N(C)C)c2)CC1	-15	16	8	88*	5	6	-1	-9
COc1ccccc1-c1nnc(SCC(=O)Nc2ccc(N3CCOCC3)cc2)n1N	0	1	-11	-0.1	-5	8	2	18
Cc1nc2c(c(C)nn2-c2ccccc2)c(C)c1Cl	3	-378	-7	2.1	-2	-3	-1	-9
O=C(CCN1C(=O)/C(=C/c2ccccc2Cl)SC1=S)Nc1ccccn1	3	24	-8	-0.2	5	2	-2	20
C=CCNC(=S)Nc1ccc2nc(C)c(C)nc2c1	-9	-65	0	-1.6	-6	1	-1	-10
Cn1c(Nc2ccc(F)cc2)nc2ccccc21	0	11	-6	0.0	-1	-1	-16	19
CCC(C)OC(=O)C1=C(C)OC23OC(N)=C(C#N)C12C(=O)c1ccccc13 (centres undefined)	-5	-1	18	-1.5	-1	-2	-1	-12
COc1ccc(C(=O)Nc2cccc(C(=O)N3CCN(C)CC3)c2)cc1	-10	19	-11	-4.7	-4	-3	1	0

Compound activity: PubChem BioAssay, Sanford-Burnham Center for Chemical Genomics
